# Pf growth 96h = inhibits malaria parasite growth, 96 h. P. falciparum luciferase reporter growth, 96 h. Potency, µM (doses to about 28.7 µM), for the others: at the highest dose activity change, negative = inhibition, most hits filed as inhibitors. actives 6.9% (n = 320,000). AID 504834; also: potency is read from the fitted curve at half-maximal effect; % is scaled to controls: 0 for no effect and ±100 for the full control effect
#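 Plates of compound plus infected erythrocytes (2% hematocrit, 0.05% parasitemia final) incubate 96 hours, 37 C, 5% CO2. Detection reagent added; reduced luminescence from the parasites' luciferase reporter flags inhibition.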
# HCV inhibitor = inhibitors of hepatitis C virus infection; Potency, µM (top dose mostly 41.8 µM), for inactives: at the top dose activity change, negative = inhibition, usual class: inhibitors; actives 3.4% (n = 340,000); AID 651820; Huh7.5.1 HCVcc-Cre infection, luciferase reporter, 44 h; also: potency is read from the fitted curve at half-maximal effect; % is scaled to controls: 0 for no effect and ±100 for the full control effect
#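 1,000 cells/well; 4 h culture; + compound; + HCVcc-Cre (~0.5 moi); 44 h; luciferase substrate, RT 15 min; read 15 sec.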
# Giardia FBPA inh = blocks Giardia fructose-bisphosphate aldolase activity; A8B2U2; purified Giardia FBPA; Potency, µM (doses to about 59.6 µM), inactives show at the top dose activity, negative = inhibition, hits mostly inhibitors; actives 0.71% (n = 290,000); AID 2451; also: potency is read from the fitted curve at half-maximal effect; % is scaled to controls: 0 for no effect and ±100 for the full control effect; nearly all actives have a fitted effect of over 55% in size
# Target sequence (A8B2U2 whole entry, looked up): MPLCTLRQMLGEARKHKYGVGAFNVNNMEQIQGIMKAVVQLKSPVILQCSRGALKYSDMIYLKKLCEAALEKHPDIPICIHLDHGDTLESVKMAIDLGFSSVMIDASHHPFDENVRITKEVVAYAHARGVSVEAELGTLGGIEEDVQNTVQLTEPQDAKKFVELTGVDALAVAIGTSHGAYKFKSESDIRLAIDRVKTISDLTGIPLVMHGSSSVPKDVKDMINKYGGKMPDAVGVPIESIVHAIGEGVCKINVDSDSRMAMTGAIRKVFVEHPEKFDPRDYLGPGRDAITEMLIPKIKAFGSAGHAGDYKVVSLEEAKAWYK
#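 40 nM FBPA preincubated 10 min at RT with compound (up to 57.5 uM final), then substrate plus GAPDH/TPI/NAD/arsenate coupling and diaphorase/resazurin added. Fluorescence read after 20 min at RT, 525/598 nm.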
# Cycloheximide cs = affects cycloheximide protein synthesis inhibition readout, counter-screen; actives 12% (n = 300,000); cell reporter, cycloheximide protein synthesis inhibition counterscreen; max response, %; AID 2314; in the data active = max response mostly above about 13%, no sharp cut-off; inactive = mostly below about 14%; also: read at 38.3 µM for the half of the compounds with a filed dose; 0% is about no effect
# Shiga toxin inh = blocks Shiga toxin action in Vero cells; Vero cells, Shiga toxin protein synthesis inhibition reporter; inhibition, % at 38.7 µM; actives 9.2% (n = 290,000); AID 2315; in the data active = inhibition mostly above about 28%, no sharp cut-off; inactive = mostly below about 43%; also: 0% is about no effect
# Pf growth 48h = inhibits P. falciparum growth in the first generation, 48 h. P. falciparum luciferase growth in erythrocytes, 48 h. Potency, µM (top dose mostly 28.7 µM), for inactives: at the top dose activity change, negative = inhibition, hits mostly inhibitors. actives 5.9% (n = 310,000). AID 504832; also: potency is read from the fitted curve at half-maximal effect; % is scaled to controls: 0 for no effect and ±100 for the full control effect
#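 First compound was added to culture medium, then infected red cells at 0.1% parasitemia and 2% hematocrit (final). After incubation at 37 C under 5% CO2, luciferase detection reagent was dispensed and light output recorded.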
# * = called active by the depositor; ? = inconclusive; · = no result given; & = joins results of further samples; [ ] = dose if it differs, or a comment. Unless noted, calls follow the shape of the dose curve; as a rule, active = well fitted curve in the direction sought with a large enough effect; inconclusive = small, poorly fitted or top-dose-only effect, or another doubt; inactive = no such curve, though single readings can be large; an effect the other way counts as inactive or inconclusive.
(1) COc1ccc(-c2ccc(N(C)C)cc2)cc1C1C2C=CCC(C)C2C(=O)N1Cc1ccccc1 (configuration not stated)
(2) CC1(C)C2CC=C(/C=N/NC(=O)C3CC3)C1C2 (configuration not stated)
(3) O=C(NCc1ccncc1)C(=O)NCC(c1ccco1)N1CCN(c2ccccc2)CC1 (configuration not stated)
(4) CC(NS(C)(=O)=O)C(c1cccs1)N1CCN(c2ccccc2)CC1 (configuration not stated)
(5) CCCn1c(=O)c2[nH]c(-c3ccc(OCC(=O)Nc4ccc(C#N)cc4)cc3)nc2n(CCC)c1=O
(6) CCCCN(C(=O)c1ccc(Cl)c(S(=O)(=O)N2CCOCC2)c1)c1c(N)n(CCC)c(=O)[nH]c1=O
(7) Cc1cc(C(=O)NCCc2ccc(Cl)cc2)n(-c2ccccc2)n1
(8) COc1ccc(C(CNC(=O)c2cccnc2SC)N2CCOCC2)cc1 (configuration not stated)
Assay by compound,1,2,3,4,5,6,7,8
Pf growth 96h,·,1%,-9%,·,49%[activator],-13%,2%,?
HCV inhibitor,·,16%,-17%,16%,9%,3%,-11%,-11%
Giardia FBPA inh,2%,0%,2%,1%,0%&-3%,2%,-13%,2%
Cycloheximide cs,6,-1,-4,-1,·,3,-1,-3
Shiga toxin inh,2,16,20,-2,·,15,-5,-9
Pf growth 48h,·,219%[activator],-19%,-5%,-11%,4%,2%,6%

(9) O=C(Nc1ccc(O)cc1)c1ccc2c(c1)C(=O)N(Cc1ccccc1)C2=O
(10) CCC(=O)Nc1ccc(NC(=S)Nc2ccccc2)cc1
(11) CCn1cc(C(=O)N2CC(C)CC(C)C2)c(=O)c2cc(S(=O)(=O)N3CCOCC3)ccc21 (configuration not stated)
(12) C/C(=N\NC(=O)c1ccccc1O)c1ccc(NC(=O)Cc2ccccc2)cc1
(13) C/C(=N\NC(=O)c1cc(-c2ccccc2C)nc2ccccc12)c1cccnc1
(14) CC(=O)c1c(C)oc2ccc(N(C(C)=O)S(=O)(=O)c3cccc([N+](=O)[O-])c3)cc12
(15) O=C(/C=C/c1ccco1)NC(=S)Nc1nc(-c2ccc3ccccc3c2)cs1
(16) CCN1C(=O)N[C@@H](CCc2ccccc2)[C@@H](C(=O)OC)[C@H]1C
Assay by compound,9,10,11,12,13,14,15,16
Pf growth 96h,?,12µM*,?,0%,?,20%,?,71%[activator]
HCV inhibitor,-18%,12%,16%,20%,6%,-23%,?,-15%
Giardia FBPA inh,-10%,4%,7%,·,-5%,-5%,-1%,7%[12.9 µM]
Cycloheximide cs,1,-6,-3,29*,-4,-9,-1,-4
Shiga toxin inh,-6,-18,-5,41*,-14,-8,-8,8
Pf growth 48h,-5%,26%,?,5%,1.9µM*,-18%,30%,49%[activator]

# Records 1 through 5, quoted:
(1) COc1ccc(-c2ccc(N(C)C)cc2)cc1C1C2C=CCC(C)C2C(=O)N1Cc1ccccc1 (configuration not stated)
(2) CC1(C)C2CC=C(/C=N/NC(=O)C3CC3)C1C2 (configuration not stated)
(3) O=C(NCc1ccncc1)C(=O)NCC(c1ccco1)N1CCN(c2ccccc2)CC1 (configuration not stated)
(4) CC(NS(C)(=O)=O)C(c1cccs1)N1CCN(c2ccccc2)CC1 (configuration not stated)
(5) CCCn1c(=O)c2[nH]c(-c3ccc(OCC(=O)Nc4ccc(C#N)cc4)cc3)nc2n(CCC)c1=O
Assay by compound,1,2,3,4,5
Pf growth 96h,·,1%,-9%,·,49%[activator]
HCV inhibitor,·,16%,-17%,16%,9%
Giardia FBPA inh,2%,0%,2%,1%,0%&-3%
Cycloheximide cs,6,-1,-4,-1,·
Shiga toxin inh,2,16,20,-2,·
Pf growth 48h,·,219%[activator],-19%,-5%,-11%

# Further records follow.
(17) CN(Cc1ccc(-n2cccn2)cc1)C(=O)c1cnn2c1NC(c1ccco1)CC2C(F)(F)F (configuration not stated)
(18) O=C(CNC(=O)N1CC(=O)Nc2ccccc21)Nc1nccs1
(19) CC(=O)c1ccc(Nc2cc(C)nc3c(C)cccc23)cc1
(20) COc1cccc(OC)c1C(=O)NCCN1CCN(C(=O)c2c(OC)cccc2OC)CC1
(21) Cc1cc(NC(=O)CSc2nnc(-c3ccco3)n2CC2CCCO2)no1 (configuration not stated)
(22) COc1ccc(C(=O)Nn2c(SCC(=O)NCc3ccccc3)nc3ccccc3c2=O)cc1
(23) CCS(=O)(=O)N1Cc2ccccc2CC1C(=O)OCC(=O)Nc1ccc(C)cc1 (configuration not stated)
(24) COc1cc(/C=C2/NC(=O)N(Cc3ccccc3F)C2=O)ccc1Oc1ccc([N+](=O)[O-])cn1
Assay by compound,17,18,19,20,21,22,23,24
Pf growth 96h,?,12%,49%[activator],·,-1%[5.75 µM],?,-8%,68%[activator]
HCV inhibitor,11µM*,28%,-23%,0%,15%,-3%,5%,-2%
Giardia FBPA inh,-5%,11%,-1%,4%,8%,13%,-18%,-1%
Cycloheximide cs,7,-2,0,-5,-5,51*,8,-2
Shiga toxin inh,12,-9,0,-6,-6,44,43,-10
Pf growth 48h,?,20%,?,2%,25%,·,-14%,-12%

(25) CCCC(=O)Nc1cccc(Oc2ccc3c(c2)C(=O)NC3=O)c1
(26) CCOc1ccc(CNc2nc3ccccc3n2C)cc1
(27) CC(C)N(C(=O)Cn1cc(S(=O)(=O)CC(=O)NC2CCCCC2)c2ccccc21)C(C)C
(28) N#Cc1ccc(COC(=O)c2cc(=O)c3ccccc3o2)cc1
(29) CCC1CCC/C1=N\NC(=O)c1ccoc1C (configuration not stated)
(30) CCCc1nc2ccccc2c(=O)n1/N=C/c1ccc(O)cc1O
(31) COc1ccc(-c2n[nH]c(=S)n2Cc2ccccc2)cc1
(32) O=C(OCc1ccc(Cl)cc1)c1cnccn1
Assay by compound,25,26,27,28,29,30,31,32
Pf growth 96h,12%,?,-3%,10%,0%,?,?,·
HCV inhibitor,0%,-2%,?,33%[activator],4%,-26%,0%,11%
Giardia FBPA inh,-9%,-5%,12%,-1%,·,?,6%,0%
Cycloheximide cs,7,39*,5,2,38*,6,-3,1
Shiga toxin inh,·,·,-11,-5,86*,-10,-1,-27
Pf growth 48h,30%,1%,-10%,28%,1%,0%,40%[activator],27%

(33) COc1ccc(/C=N/N2CCN(c3ccccc3)CC2)cc1Br
(34) CC(C)c1ccc(OCC(=O)N2CCCN(C)CC2)cc1
(35) COC(=O)c1nnn(CC(=O)NC(=O)Nc2cccc(C)c2C)c1C(=O)OC
(36) CNC(=O)CC12CC3CC(CC(C3)C1)C2
(37) COc1ccc(S(=O)(=O)N2CCCCCC2)cc1C(=O)N(CC(C)C)C1CCS(=O)(=O)C1 (configuration not stated)
(38) Cc1ccc(S(=O)(=O)Nc2nc3ccccc3s2)cc1[N+](=O)[O-]
(39) Cc1ccsc1/C=N/N1CCOCC1
(40) COC(=O)[C@]1(Cc2ccccc2)N[C@H](c2ccc(-c3cccc(Cl)c3)cc2)[C@@H]2C(=O)N(C)C(=O)[C@@H]21
Assay by compound,33,34,35,36,37,38,39,40
Pf growth 96h,?,9%,-7%,27%,-8%,?,26%,5.2µM*
HCV inhibitor,6%,-1%,17%,25%,?,20%,16%,?
Giardia FBPA inh,11%,·,5%,1%,·,26%,2%,·
Cycloheximide cs,2,15,-2,-2,·,-2,2,·
Shiga toxin inh,-17,29,-10,4,·,-15,13,·
Pf growth 48h,5%,13%,16%,·,?,18%,0%,13µM*

(41) Oc1cccc2ccc(/C=C/c3c(F)cccc3Cl)nc12
(42) CN(C)CCNC(C(=O)Nc1cccc(S(=O)(=O)N2CCOCC2)c1)c1ccccc1 (configuration not stated)
(43) COc1ccc(CN2C(=O)c3cccnc3C2=O)cc1S(=O)(=O)N1CCOc2ccccc21
(44) Cc1nn(-c2ccccc2)c(C)c1/C=N/NC(=O)c1cc(O)cc(O)c1
(45) Cc1nnc(NC(=O)C2CC(=O)N(c3ccccc3)C2)s1 (configuration not stated)
(46) N#CC(c1nc2ccccc2nc1N1CCCC1)S(=O)(=O)c1cccs1 (configuration not stated)
(47) COc1ccc(/C=N/NC(=O)c2ccc(Cn3cc([N+](=O)[O-])cn3)o2)c(OC)c1C
(48) COc1ccc2oc(C(=O)NCC(c3ccco3)N(C)C)c(C)c2c1 (configuration not stated)
Assay by compound,41,42,43,44,45,46,47,48
Pf growth 96h,182%[activator],-13%,?,?,?,0%,46%[activator],60%[activator]
HCV inhibitor,11µM*,-2%,-20%,-11%,2%,6%,?,-22%
Giardia FBPA inh,-12%,·,·,23%,-4%,?,0%,·
Cycloheximide cs,53*,·,6,-2,11,5,-2,·
Shiga toxin inh,158*,·,10,-4,-15,2,-9,·
Pf growth 48h,237%[activator],-13%,6%,?,-1%,-28%,5%,34%[activator]

(49) CCOC(=O)c1ccc(N2C(=O)CC(SCC(=O)Nc3ccc(S(N)(=O)=O)cc3)C2=O)cc1 (configuration not stated)
(50) Cc1ccc(N2CC(C(=O)Nc3nnc(SCCN4CCOCC4)s3)CC2=O)cc1C (configuration not stated)
(51) CCn1c(=NC(=O)CSC(C)=O)sc2cc(OC)ccc21
(52) CC1CCC(NCc2ccco2)CC1 (configuration not stated)
(53) Cc1ccc(S(=O)(=O)N/N=C2/CC(=O)CC(C)(C)C2)cc1[N+](=O)[O-]
(54) CC(=O)N=c1sc(C(C)(C)C)c(C)n1C
(55) CCN(CC)S(=O)(=O)c1ccc(Oc2ccccc2)cc1
(56) O=C1N(Cc2ccccc2F)c2ccccc2C12OCCCO2
Assay by compound,49,50,51,52,53,54,55,56
Pf growth 96h,-1%,?,0%,·,-8%,?,·,-17%
HCV inhibitor,19%,·,?,9%,3%,-1%,7%,-20%
Giardia FBPA inh,-2%,·,-10%,5%,5%,3%,3%,·
Cycloheximide cs,8,-2,-2,-3,-1,-1,12,-3
Shiga toxin inh,14,-3,-2,-17,1,-18,18,-15
Pf growth 48h,22%,?,8%,1%,-19%,?,?,-19%

# Among those listed so far, five have a Cl atom:
(6) CCCCN(C(=O)c1ccc(Cl)c(S(=O)(=O)N2CCOCC2)c1)c1c(N)n(CCC)c(=O)[nH]c1=O
(7) Cc1cc(C(=O)NCCc2ccc(Cl)cc2)n(-c2ccccc2)n1
(32) O=C(OCc1ccc(Cl)cc1)c1cnccn1
(40) COC(=O)[C@]1(Cc2ccccc2)N[C@H](c2ccc(-c3cccc(Cl)c3)cc2)[C@@H]2C(=O)N(C)C(=O)[C@@H]21
(41) Oc1cccc2ccc(/C=C/c3c(F)cccc3Cl)nc12
Assay by compound,6,7,32,40,41
Pf growth 96h,-13%,2%,·,5.2µM*,182%[activator]
HCV inhibitor,3%,-11%,11%,?,11µM*
Giardia FBPA inh,2%,-13%,0%,·,-12%
Cycloheximide cs,3,-1,1,·,53*
Shiga toxin inh,15,-5,-27,·,158*
Pf growth 48h,4%,2%,27%,13µM*,237%[activator]

# Compound activity (PubChem BioAssay)
